Screening data: PubChem BioAssay, Broad Institute
EWS-Fli inh: inhibitors of EWS/Fli oncoprotein transcriptional activity. actives 0.67% (n = 350,000). inhibition, % at 12.6 µM. A673 NR0B1-luciferase reporter, viability-normalised;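 active = mean inhibition of at least 50% after viability correction, with every replicate also passing that limit; inconclusive = mean reaches 50% but only one of two replicates passes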;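 note: firefly luciferase signal divided by Alamar Blue viability fluorescence both relative to DMSO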
PAX8 inh HTS: lowers PAX8-driven luciferase in RMG-I cells | RMG-I TPO-luciferase reporter, SteadyGlo, 24 h | inhibition, % at 12.6 µM | actives 1.2% (n = 360,000);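 active = mean replicate inhibition at least 60% with every replicate also reaching 60%; inconclusive = only one of the two criteria is met; inactive = mean below 60% and not all replicates reaching 60%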;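 note: luciferase light reporting Pax8 driven TPO promoter activity; plate controls were median of neutral control wells for no effect and mitoxantrone controls for full effect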
F508del corr: correctors of CFTR F508del function in bronchial epithelial cells | actives 0.36% (n = 350,000) | CFBE cells, YFP halide quenching; stimulated with forskolin plus potentiator P3; % fluorescence drop versus neutral controls | AID 720511 | activity (quench increase), % at 7.58 µM;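 active = mean added fluorescence quench of at least 8% versus neutral control, with both replicates also reaching 8%; inconclusive = only one of the mean or replicate conditions met; inactive = mean below 8% and not both replicates reaching 8%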;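 note: cells transiently co-express mutant CFTR-F508del with the halide-sensitive YFP; corrector assay measuring rescue of mutant channel to the surface after 24 h compound exposure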
FN deposit inh: fibronectin deposition inhibition. actives 0.086% (n = 350,000). inhibition, % at 12.6 µM. AH1F fibroblasts, Alexa488-fibronectin deposition fluorescence, overnight;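 active = mean inhibition across replicates of 30% or more, regardless of how many single replicates reach that level; inconclusive = mean under 30% yet at least half of replicates reach 30%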;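 note: positive control wells lacked labelled fibronectin entirely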
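Assay system: AH1F fibroblasts assembling fluorescent fibronectin matrix; Amount: 10000 AH1F cells per well; Buffer or medium: DMEM, 2% serum; Probe or stimulus: Alexa488-fibronectin, 24 nM final in well; Doses: single compound dose, delivered by pin transfer; Incubation: 1 h adhesion, overnight exposure; Measured by: fluorescence 485/525 nm; Read-out: fibronectin deposition inhibition.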
DENV2 CPE rescue: DENV2-induced cell death inhibition; actives 1.7% (n = 350,000); DENV2-infected cells, cytopathic effect rescue, plate reader; CPE inhibition, % at 9.99 µM; in the data active = CPE inhibition above about 20%, passing the limit was not always enough; inconclusive = no clear call, values can overlap the other calls; tested in BHK-21 cells;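 note: 0% = median of neutral control wells and 100% = median of positive control wells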
miR-122 sensor: inhibitors of miR-122 in Huh7 cells | Huh7 miR-122 Renilla luciferase sensor, 48 h; neutral wells = 0, positive control = 100 | activation (reporter increase), % at 12.5 µM | actives 0.3% (n = 340,000) | AID 602342;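 active = mean replicate activation score at least 90 and every replicate individually at or above 90; inconclusive = only one of the two criteria met; inactive = neither criterion met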;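 note: higher luciferase means less miR-122 activity so hits act as miR-122 inhibitors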
GSIS activator: primary screen for activators of insulin secretion dependent on glucose, INS-1E cells, GLuc reporter luminescence; INS-1E GLuc reporter insulin secretion, 2-3 h; activation, % at 16.6 µM; actives 0.61% (n = 370,000);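 active = lowest replicate activation of at least 40%, so every replicate reaches that level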;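 note: 0% = median of neutral control wells and 100% = median of IBMX positive control wells; some compounds called inactive have numbers as strong as hits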
* = called active by the depositor; ? = inconclusive; . = not tested or not shown; [ ] = another dose, or the depositor's remark.

canonical_smiles	EWS-Fli inh	PAX8 inh HTS	F508del corr	FN deposit inh	DENV2 CPE rescue	miR-122 sensor	GSIS activator
COc1ccccc1CNC(=O)C[C@@H]1C[C@@H]2c3cc(NC(=O)CN(C)C)ccc3O[C@@H]2[C@@H](CO)O1	0	-9	2.1	.	-2	-2[16.7 µM]	13
COc1cccc(S(=O)(=O)Nc2ccc3c(c2)[C@H]2C[C@H](CC(=O)NCCc4ccccc4)O[C@H](CO)[C@H]2O3)c1	7	14	-0.7	.	16	3[16.7 µM]	-39
O=C(Nc1ccccc1)c1csc(-c2ccccc2)n1	-18	-33	-0.2	1	0	.	2
CCc1cnc(N2[C@H](C#N)[C@@H](c3ccc(C#CC(C)C)cc3)[C@@H]2CO)s1	12	18	1.2	-5	-3	.	-19
Cc1cccc(OCC(=O)NCC(=O)N/N=C/c2cccnc2)c1	5	4	1.5	3	0	.	-14
O=C(NC(=S)Nc1cccnc1)c1ccccc1	-22	-123	-2.6	4	0	0	13
O=C(N[C@H](Cc1ccccc1)C(=O)O)[C@H]1O[C@@H](n2ccc(=O)[nH]c2=O)[C@H](O)[C@@H]1O	6	-13	-2.0	-11	-7	.	.
COCC(=O)N1[C@H](C(=O)N2CCN(C)CC2)[C@@H](CO)[C@@H]2Cn3c(ccc(C4=CCCCC4)c3=O)[C@@H]21	2	.	-1.1	2	-3	3[16.7 µM]	16
CC(=O)c1cccc(NCC(=O)Nc2cccc(S(=O)(=O)N3CCCCC3)c2)c1	4	12	0.1	-1	-7	78	2
CCOc1ccc2c(C)nc(NC3=NC(C)(C)C=C(C)N3)nc2c1	.	12	.	-6	.	7	.
C[C@]12c3[nH]c4ccccc4c3CCN1C(=O)C(CC(=O)NCCC1=CCCCC1)C[C@@H]2C(=O)N1CCCCC1 (stereo partly drawn)	2	-8	2.6	0	6	-10	17
CCOc1cc(CN2CCCCCC2)ccc1OC	1	16	1.5	-6	6	.	10
COc1ccc(S(=O)(=O)Nc2ccc3c(c2)C(=O)N([C@@H](C)CO)C[C@@H](C)[C@@H](CN(C)C(=O)NC(C)C)O3)cc1	-9	.	1.2	.	.	1[16.7 µM]	3
CNc1ccc2c3c(cccc13)C(=O)N(C)C2=O	4	-14	20*	-6	-5	.	7
CNC[C@@H]1Oc2c(NC(=O)C3CCCCC3)cccc2C(=O)N([C@H](C)CO)C[C@H]1C	1	-15	1.5	-13	2	-4[16.7 µM]	2
Cc1ccc(F)cc1C(=O)N1CCCC1(C)C(=O)NCC(C)C (stereo not drawn)	-11	13	1.2	-3	?	-1	-5
O=C(Cc1ccc(S(=O)(=O)N2CCOCC2)s1)NCCOc1ccccc1	-1	-3	-0.3	.	15	-3	5
CNS(=O)(=O)c1ccc(NC(=O)c2cc(-c3ccncc3)nc3ccc(Cl)cc23)cc1	.	14	0.8	-5	10	.	4
Cc1ccc(NC(=O)CN(C)C(=O)CNC(=O)c2cccs2)cc1	-1	-37	-1.3	1	6	-12	-1
O=C(Nc1cccc(F)c1)N1CC(=O)N2[C@H](C1)[C@@H](c1ccc(C#CC3CC3)cc1)[C@@H]2CO	-3	.	2.4	.	7	.	-7
O=C(C[C@@H]1C=C[C@@H](NS(=O)(=O)c2ccc(F)cc2)[C@@H](CO)O1)N1CCC(Cc2ccccc2)CC1	14	15	-0.9	-4	.	.	-15
C[C@@H]1CCCCO[C@@H](CN(C)Cc2ccccc2)[C@H](C)CN([C@H](C)CO)C(=O)c2cc(NC(=O)CCCN(C)C)ccc2O1	2	-8	-1.0	-1	-9	-1[16.7 µM]	24
Cc1cccc(NC(=O)Nc2ccc(C)c(C)c2)n1	.	-121	.	-1	.	-3	.
Cc1ccc(S(=O)(=O)NC2c3cccc4cccc(c34)C2Sc2ncccn2)cc1 (stereo not drawn)	.	15	.	-8	.	.	-24
COc1cc(CNC2CCCC2)cc(Br)c1OCC(=O)Nc1ccccc1C	5	0	2.9	8	-2	.	-7
CCN(CC)S(=O)(=O)c1ccc(N/N=C/c2cc(OC)ccc2O)nc1	8	68*	.	8	-3	.	18
CCN(C(=O)CN1C(=O)NC2(CCCc3ccccc32)C1=O)c1ccc(F)cc1 (stereo not drawn)	2	21	-1.2	2	?	-6	-12
CCOc1ccc(C(=O)/C=C/c2ccc(OC)c(OC)c2)cc1	10	7	-2.9	.	-3	.	-2
O=C(COC(=O)c1ccccc1C(=O)c1ccc(Cl)c([N+](=O)[O-])c1)NC1CC1	63*	33	-4.6	25	-1	-27	15
CCOc1ccccc1NC(=O)CN(c1ccc(OC)c(OC)c1)S(=O)(=O)c1ccc(C)cc1	-2	20	-0.5	10	1	3	.
COCc1cn(CC[C@H]2CC[C@H](NC(=O)Nc3ccc4c(c3)OCO4)[C@@H](CO)O2)nn1	0	0	-1.3	1	1	.	14
CNC(=O)COc1ccc(S(=O)(=O)Nc2ccc(C)cc2)cc1	-2	13	0.2	-6	-2	8	30

By substructure, those above with two or more sulfur atoms (2)
canonical_smiles	EWS-Fli inh	PAX8 inh HTS	F508del corr	FN deposit inh	DENV2 CPE rescue	miR-122 sensor	GSIS activator
O=C(Cc1ccc(S(=O)(=O)N2CCOCC2)s1)NCCOc1ccccc1	-1	-3	-0.3	.	15	-3	5
Cc1ccc(S(=O)(=O)NC2c3cccc4cccc(c34)C2Sc2ncccn2)cc1 (stereo not drawn)	.	15	.	-8	.	.	-24

Other structures follow:
| SMILES | EWS-Fli inh | PAX8 inh HTS | F508del corr | FN deposit inh | DENV2 CPE rescue | miR-122 sensor | GSIS activator |
| --- | --- | --- | --- | --- | --- | --- | --- |
| Cc1cc(NC(=O)CCC(=O)N(c2cccc(F)c2)C(C(=O)NC2CCCC2)c2ccc(C)o2)no1 (stereo not drawn) | -3 | 18 | 3.8 | 5 | 0 | . | 13 |
| COc1ccccc1NC(=O)N1CC(=O)N2[C@H](CO)[C@@H](c3ccc(C#CC4CC4)cc3)[C@@H]2C1 | 15 | 17 | 0.3 | . | -3 | . | 15 |
| CN(C(=O)CCN1C(=O)/C(=C/c2ccc(F)cc2)SC1=S)C1CCS(=O)(=O)C1 (stereo not drawn) | -20 | -1 | -3.2 | 0 | 14 | 3 | 6 |
| CC1(C)Cc2c(cnn2-c2ccccc2)C(NC(=O)CCN2CCCCO2)C1 (stereo not drawn) | . | -2 | 0.9 | 5 | 3 | -1 | -14 |
| CC1(C)CC(CCNC(=O)CCl)(c2ccccc2)CCO1 (stereo not drawn) | 4 | -12 | 2.5 | -6 | 19 | 0 | 3 |
| CNC[C@H]1Oc2c(NC(=O)Nc3ccc4c(c3)OCO4)cccc2C(=O)N([C@H](C)CO)C[C@H]1C | -10 | 8 | 0.3 | 2 | ? | 0[16.7 µM] | 15 |
| Cc1ccccc1/C=C/c1nc2ccccc2c(=O)[nH]1 | -29 | -96 | 1.7 | 8 | -4 | 4 | -4 |
| Cc1ccc(-c2nnc(NC3CCCC3)s2)cc1 | -73 | -192 | 1.0 | 3 | -6 | . | -2 |
| CN(C(=O)COC(=O)c1ccccc1Cc1ccccc1)C1CCS(=O)(=O)C1 (stereo not drawn) | . | -10 | -1.3 | . | -3 | 2 | 34 |
| COc1ccc(-n2c(COc3cccc(C)c3)nnc2SCC(=O)O)cc1 | 26 | 13 | 0.1 | 3 | 7 | 0 | 18 |
| O=C(Nc1ccccc1F)N1C[C@H]2[C@@H](c3ccccc31)[C@@H](CO)N2C(=O)C1CCOCC1 | -90 | -88 | 3.3 | 7 | 5 | -4[16.7 µM] | -10 |
| COc1ccc(N(CC(=O)Nc2ccc(C(C)C)cc2)S(=O)(=O)c2c(C)noc2C)cc1 | . | 6 | -0.5 | -1 | 6 | -5 | 12 |
| Cn1nc(C(=O)NNc2c(F)c(F)cc(F)c2F)c2ccccc2c1=O | 15 | -5 | 2.7 | 0 | -7 | 3 | 8 |
| C[C@H](CO)N1C[C@H](C)[C@H](CN(C)S(=O)(=O)c2cccs2)Oc2c(NC(=O)C3CCOCC3)cccc2C1=O | 10 | . | 3.5 | 1 | 14 | 29[16.7 µM] | 16 |
| CC(=O)Nc1cccc(NC(=O)c2cc(C)on2)c1 | -21 | . | 1.7 | . | 14 | -4 | 7 |
| CC1c2[nH]c3ccccc3c2CCN1S(C)(=O)=O (stereo not drawn) | . | 9 | . | -3 | . | -4 | . |
| CO[C@@H]1CN(C)C(=O)c2ccc(NC(=O)C3CCC3)cc2OC[C@H](C)N(C(=O)NC(C)C)C[C@@H]1C | 2 | . | -3.5 | -2 | 14 | 1[16.7 µM] | 8 |
| CC1CCCN(C(=O)c2ccc(NC(=O)CC3SC(N4CCCC4)=NC3=O)cc2)C1 (stereo not drawn) | 4 | 7 | -4.2 | -4 | -5 | 2 | 0 |
| c1ccc(SCCCCNC2CCCC2)cc1 | . | -2 | . | -5 | . | . | 32 |
| COc1ccc(-c2cnc3c(c2)C(=O)N([C@H](C)CO)C[C@@H](C)[C@@H](CN(C)C(=O)C2CCC2)O3)cc1 | -9 | . | -0.1 | . | -4 | -4[16.7 µM] | 8 |

Compounds from the list above that have fluorine (eight):
| SMILES | EWS-Fli inh | PAX8 inh HTS | F508del corr | FN deposit inh | DENV2 CPE rescue | miR-122 sensor | GSIS activator |
| --- | --- | --- | --- | --- | --- | --- | --- |
| Cc1ccc(F)cc1C(=O)N1CCCC1(C)C(=O)NCC(C)C (stereo not drawn) | -11 | 13 | 1.2 | -3 | ? | -1 | -5 |
| O=C(Nc1cccc(F)c1)N1CC(=O)N2[C@H](C1)[C@@H](c1ccc(C#CC3CC3)cc1)[C@@H]2CO | -3 | . | 2.4 | . | 7 | . | -7 |
| O=C(C[C@@H]1C=C[C@@H](NS(=O)(=O)c2ccc(F)cc2)[C@@H](CO)O1)N1CCC(Cc2ccccc2)CC1 | 14 | 15 | -0.9 | -4 | . | . | -15 |
| CCN(C(=O)CN1C(=O)NC2(CCCc3ccccc32)C1=O)c1ccc(F)cc1 (stereo not drawn) | 2 | 21 | -1.2 | 2 | ? | -6 | -12 |
| Cc1cc(NC(=O)CCC(=O)N(c2cccc(F)c2)C(C(=O)NC2CCCC2)c2ccc(C)o2)no1 (stereo not drawn) | -3 | 18 | 3.8 | 5 | 0 | . | 13 |
| CN(C(=O)CCN1C(=O)/C(=C/c2ccc(F)cc2)SC1=S)C1CCS(=O)(=O)C1 (stereo not drawn) | -20 | -1 | -3.2 | 0 | 14 | 3 | 6 |
| O=C(Nc1ccccc1F)N1C[C@H]2[C@@H](c3ccccc31)[C@@H](CO)N2C(=O)C1CCOCC1 | -90 | -88 | 3.3 | 7 | 5 | -4[16.7 µM] | -10 |
| Cn1nc(C(=O)NNc2c(F)c(F)cc(F)c2F)c2ccccc2c1=O | 15 | -5 | 2.7 | 0 | -7 | 3 | 8 |
